TrxR1 substrate: rat thioredoxin reductase 1 substrate activity; O89049; purified TrxR1 substrate turnover, NADPH consumption readout; Potency, µM (top dose mostly 114 µM), inactives show top-dose activity change, negative = substrate turnover; hit rate 0.01% among 390,000; also: potency is read from the fitted curve at half-maximal effect; % is scaled to controls: 0 for no effect and ±100 for the full control effect; nearly all actives have a fitted effect of over 50% in size
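Rat TrxR1, dispensed at 90 nM, was prereduced with 400 uM NADPH (final) for 5 min at ~22 deg C, then incubated with compound 15 min before 400 uM selenite. A first-read NADPH fluorescence drop versus no-compound background flagged substrates.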
Pin1 inh: inhibitors of human Pin1. AID 504891. Pin1 FP peptide displacement, HiFluor488, 10 min. Q13526. Potency, µM (series often up to 115 µM), for inactives: at the top dose activity, negative = inhibition, most hits filed as inhibitors. hit rate 0.009% among 390,000; active = well fitted inhibition curve with a large enough effect in the polarisation, with a control signal flat, not every such curve was filed as active; inconclusive = small, poorly fitted or top-dose-only effect, or effect the other way, or a change in a side signal; inactive = no such curve, though single readings can be large or run the other way; the % refers to the polarisation; also: potency is read from the fitted curve at half-maximal effect; % is scaled to controls: 0 for no effect and ±100 for the full control effect
Target sequence (Q13526 whole entry, looked up): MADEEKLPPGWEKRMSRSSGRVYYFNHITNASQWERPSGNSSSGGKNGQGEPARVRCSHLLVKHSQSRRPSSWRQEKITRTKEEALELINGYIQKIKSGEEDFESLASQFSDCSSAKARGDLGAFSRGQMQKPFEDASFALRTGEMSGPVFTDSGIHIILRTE
PI4K2A block: inhibitors of human PI4K2A. Q9BTU6. purified PI4K2A, ADP-Glo luminescence, 1 h; hits give low values. activity change, negative = inhibition, % at 76.9 µM. hit rate 0.13% among 420,000; in the data active = activity change below about -50%; inconclusive = mostly about -30% to -49%;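 also: -100% = wells without enzyme as full effect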
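ADP-Glo luminescence measured ADP generated by PI4K2A enzyme (4 ug/mL before mixing) with 1.2 mM PI substrate (pre-mix) and 300 microM ATP (pre-mix). Tris pH7.5 buffer with MgCl2, Triton X-100; 1 h reaction at ambient temperature.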
IDH1 R132H inh: inhibitors of human mutant IDH1 R132H | O75874 | Potency, µM (series often up to 76.6 µM), for the others: at the top dose activity change, negative = inhibition, usual class: inhibitors | hit rate 0.093% among 390,000 | IDH1-R132H enzyme, NADPH consumption, diaphorase/resazurin fluorescence; also: potency is read from the fitted curve at half-maximal effect; % is scaled to controls: 0 for no effect and ±100 for the full control effect; nearly all actives have a fitted effect of over 65% in size
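IDH1-R132H (0.5 ug/mL) preincubated 30 min with compound, then NADPH (0.016 mM) and alpha-KG (2 mM) added; 80 min at RT, pH 7.5. Remaining NADPH coupled via diaphorase/resazurin to fluorescence (540/590 nm); concentration-response curves normalized to no-enzyme control.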
rTrxR1 inhibitor: inhibitors of rat thioredoxin reductase 1. O89049. recombinant rTrxR1, NADPH fluorescence consumption, selenite substrate. Potency, µM (series often up to 114 µM), inactives show at the highest dose activity change, negative = inhibition, usual class: inhibitors. hit rate 1% among 390,000; also: potency is read from the fitted curve at half-maximal effect; % is scaled to controls: 0 for no effect and ±100 for the full control effect; nearly all actives have a fitted effect of over 65% in size
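Rat TrxR1 (90 nM in the dispensed reagent) was pre-reduced with 400 uM NADPH for 5 min at room temperature, then incubated with compound for 15 min. After 400 uM selenite was added, NADPH fluorescence (Ex 340/Em 450 nm) was followed for 8 min.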
PGK inhibitor: inhibitors of T. brucei phosphoglycerate kinase; P07378; PGK/GAPDH coupled, Kinase-Glo luminescence, 60 min; Potency, µM (titrated, usually from 57.5 µM), inactives show at the top dose activity change, negative = inhibition, usual class: inhibitors; AID 602233; hit rate 0.043% among 380,000; also: potency is read from the fitted curve at half-maximal effect; % is scaled to controls: 0 for no effect and ±100 for the full control effect; nearly all actives have a fitted effect of over 60% in size
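Recombinant glycosomal PGK reaction used 1,3-bisphosphoglycerate generated in-well by GAPDH (100nM final) in 100mM TEA pH 7.6, 5mM MgCl2, 0.01% Tween-20. After 60 minutes at room temperature, ATP was read by Kinase-Glo Plus luminescence end-point.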
USP1 inh: inhibitors of human USP1/UAF1 deubiquitinase | O94782 | hit rate 0.23% among 390,000 | Potency, µM (highest dose often 57.1 µM), for the others: at the top dose activity change, negative = inhibition, actives largely listed as inhibitors | recombinant USP1/UAF1, Ub-Rhodamine cleavage fluorescence | AID 743255; also: potency is read from the fitted curve at half-maximal effect; % is scaled to controls: 0 for no effect and ±100 for the full control effect; nearly all actives have a fitted effect of over 60% in size; inactives centre near -12
Target sequence (O94782 whole entry, looked up): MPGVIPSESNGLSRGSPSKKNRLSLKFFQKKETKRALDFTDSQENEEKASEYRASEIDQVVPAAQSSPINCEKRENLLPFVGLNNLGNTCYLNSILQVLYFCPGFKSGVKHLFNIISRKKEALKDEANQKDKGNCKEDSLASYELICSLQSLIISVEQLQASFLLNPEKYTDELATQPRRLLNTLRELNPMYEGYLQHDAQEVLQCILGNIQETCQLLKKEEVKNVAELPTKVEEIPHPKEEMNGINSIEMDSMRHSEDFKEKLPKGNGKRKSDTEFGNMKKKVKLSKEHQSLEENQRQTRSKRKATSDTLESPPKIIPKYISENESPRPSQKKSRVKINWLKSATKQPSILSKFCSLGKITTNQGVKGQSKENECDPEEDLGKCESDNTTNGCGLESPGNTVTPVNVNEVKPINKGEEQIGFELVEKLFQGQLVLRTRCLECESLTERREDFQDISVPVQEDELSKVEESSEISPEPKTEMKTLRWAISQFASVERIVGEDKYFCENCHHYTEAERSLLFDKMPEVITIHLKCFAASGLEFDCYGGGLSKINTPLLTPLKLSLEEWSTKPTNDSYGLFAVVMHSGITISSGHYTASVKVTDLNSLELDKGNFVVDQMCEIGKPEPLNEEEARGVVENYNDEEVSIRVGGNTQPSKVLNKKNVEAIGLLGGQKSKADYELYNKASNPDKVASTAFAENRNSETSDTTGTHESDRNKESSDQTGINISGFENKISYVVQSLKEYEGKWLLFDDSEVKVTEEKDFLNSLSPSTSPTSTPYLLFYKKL
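High-throughput fluorogenic screen: 1nM USP1/UAF1 complex, Ub-Rho substrate 150nM final, 50mM HEPES pH 7.8 with 0.5mM EDTA, 0.1 mg/ml BSA, 1mM TCEP and 0.01% Tween-20.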
GLS inhibitor: glutaminase GLS (human) inhibition; AID 624170; Potency, µM (series often up to 45.5 µM), without a hit: top-dose activity change, negative = inhibition, hits mostly inhibitors; GLS enzymatic activity, qHTS titration; hit rate 0.21% among 410,000; also: potency is read from the fitted curve at half-maximal effect; % is scaled to controls: 0 for no effect and ±100 for the full control effect
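hKGA in 45 mM KH2PO4 pH 8.2, 0.02% Tween-20 with pin-transferred compounds; 1 mM L-glutamine (stock) plus glutamate oxidase/HRP/Amplex Red coupling added. Fluorescence read initially and after 30 min at RT.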
HP1b binding inh: HP1-beta chromodomain-methylated histone interaction inhibition; P83916; hit rate 0.56% among 390,000; Potency, µM (top dose mostly 114 µM), inactives show at the top dose activity change, negative = inhibition, actives largely listed as inhibitors; AlphaScreen HP1-beta / biotin-H3K9me3 peptide binding; also: potency is read from the fitted curve at half-maximal effect; nearly all actives have a fitted effect of over 70% in size; inactives centre near 23
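AlphaScreen: HP1-beta (50 nM) preformed 30 min with biotin-H3(1-18)K9me3 peptide (50 nM) in PBS pH 7.4, 0.01% Tween-20. Compound added for 30 min at RT, then streptavidin donor/nickel chelate acceptor beads (10 ug/mL) for 30 min.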
* hit, by the source's call; i = inactive; u = inconclusive; x = no result given; [ ] = another dose, or the depositor's remark. Unless noted, calls follow the shape of the dose curve; as a rule, active = well fitted curve in the direction sought with a large enough effect; inconclusive = small, poorly fitted or top-dose-only effect, or another doubt; inactive = no such curve, though single readings can be large; an effect the other way counts as inactive or inconclusive. These rows are one share of the data; count on the stated rates, not on these rows.

SMILES | TrxR1 substrate | Pin1 inh | PI4K2A block | IDH1 R132H inh | rTrxR1 inhibitor | PGK inhibitor | USP1 inh | GLS inhibitor | HP1b binding inh
CCN(CC)c1nc(N)c([N+](=O)[O-])c(NCCO)n1 | -13% | 0% | -1 | 2% | -11% | -1% | -21% | 0% | 31%
O=C(C1Cc2ccccc2CN1S(=O)(=O)c1cccs1)N1CCCCC1 (centres undefined) | -10% | 3% | 0 | 11% | -13% | i | -18% | -16% | 37%
COc1ccc(C(=O)N(Cc2ccc(C(C)C)cc2)C2CCS(=O)(=O)C2)cc1 (centres undefined) | -9% | 1% | -3 | 9% | -8% | 15% | 1% | 3% | 46%[activator]
CCCCN(C(=O)CSCC(=O)Nc1ccc(C)cc1)c1c(N)n(CCCC)c(=O)[nH]c1=O | -1% | u | 6 | 8% | -5% | -3% | -6% | 3% | 22%
C=CCn1c(SCc2ccc(Cl)cc2)nc2c1c(=O)[nH]c(=O)n2C | -7% | 2% | 4 | 5% | 15%[57.1 µM] | -6% | -20% | -12% | 24%
Cc1cc(=O)cc(C)n1-c1ccc(Cl)c(Cl)c1 | -5% | 1% | 0 | 4% | 4% | 1% | -7% | -9% | 13%
C[C@]12C(=O)N(c3ccc(C(F)(F)F)cc3)C(=O)N1[C@@H]1c3ccccc3OC[C@@H]1[C@H]2c1ccccc1 | -7% | 4% | -2 | -2% | 25%[57.1 µM] | -10% | 11% | -1% | 43%[activator]
CCN(CC)S(=O)(=O)c1ccc(O)c(C(=O)OCC(=O)NC23CC4CC(CC(C4)C2)C3)c1 | 10%[57.1 µM] | 11% | 0 | 7% | 16%[57.1 µM] | 6% | -14% | -4% | 21%
CCCCCCN1C[C@@H](n2cc(C3CC3)nn2)[C@H](O)C[C@@H]1c1ccc(OC)cc1 | x | x | 1 | 2% | x | 7% | -8% | 1% | x
Cc1cc(N2CCCC2)c(C)cc1C=O | -10% | 1% | 0 | 3% | -18% | -8% | -9% | -1% | 1%
Nc1nn(-c2ccccc2)c(N)c1N=Nc1cccc(F)c1 | -3% | -5% | 25 | -2% | 22% | -1% | -25% | -1% | u
Cn1c(=O)c2c(nc(CN3CCN(CCO)CC3)n2CCc2ccccc2)n(C)c1=O | 6%[57.1 µM] | 5% | -2 | -8% | 23%[57.1 µM] | -3% | -15% | 17% | 42%[activator]
CCOc1ccc(CCNC(=O)Cn2c(=O)c3cccn3c3cccnc32)cc1 | 1% | 43%[activator] | -18 | 3% | 2% | 8% | -22% | -4% | 40%[activator]
CCC(C(=O)OCC(=O)N1C(C)CCCC1C)c1ccccc1 (centres undefined) | 2% | -3% | 1 | -1% | 16% | -8% | -20% | 1% | 75%[activator]
Cc1ccc(S(=O)(=O)NCCC(=O)NCCc2ccccc2)cc1 | 4%[57.1 µM] | u | -2 | 15% | 9%[57.1 µM] | -9% | -3% | 9% | 10%
CCOC(=O)C1CCN(S(=O)(=O)c2cc(C(=O)OC)n(C)c2)CC1 | 6% | -1% | -7 | 13% | 18% | -3% | 47%[activator] | 0% | 59%[activator]
CC(=O)C1=C(O)C(=O)N(Cc2cccnc2)C1c1ccc(O)cc1 (centres undefined) | -8%[57.1 µM] | -4% | -7 | 1% | -1%[57.1 µM] | 5% | -8% | -2% | 6%
COc1ccc(OC)c(NC(=O)COC(=O)CNC(=O)c2ccc(OC)c(OC)c2)c1 | -9% | u | 1 | 2% | -19% | -9% | -13% | x | 43%[activator]
Cc1cc(C(=O)N(C)Cc2c(F)cccc2Cl)c2ccccc2n1 | 2% | -5% | 4 | 10% | 0% | 0% | -9% | -13% | 23%
CC(=O)c1c(C)[nH]c(C(=O)Nc2ccc(Cl)cc2)c1C | 7% | -3% | 7 | 9% | 15% | -5% | -8% | 11% | 23%
CCC(Oc1ccccc1)C(=O)Nc1nnc(C)s1 (centres undefined) | -6%[57.1 µM] | -1% | 3 | 3% | 7%[57.1 µM] | i | -10% | 1% | -2%
CSc1cccc(NC(=S)Nc2cc(C)ccc2C)c1 | 0% | -9% | 5 | 0% | -6% | -5% | -25% | 13% | -6%
CC1CCN(C(=O)Cn2c(=O)oc3ccccc32)CC1 | -9%[57.1 µM] | -6% | -1 | 6% | 10%[57.1 µM] | i | -13% | -2% | 21%
Cc1cccc2nc(CSC(=N)N)c(Br)n12 | 12%[57.1 µM] | 3% | 0 | -8% | 6%[57.1 µM] | 3% | -14% | 5% | 36%
O=C(Nc1nc(-c2ccccn2)cs1)C1CC1 | -13% | 2% | -2 | -10% | -21% | -4% | -11% | 2% | 47%[activator]

Just USP1 inh and rTrxR1 inhibitor (2 entries from above):
mol	USP1 inh	rTrxR1 inhibitor
CC(=O)C1=C(O)C(=O)N(Cc2cccnc2)C1c1ccc(O)cc1 (centres undefined)	-8%	-1%[57.1 µM]
CSc1cccc(NC(=S)Nc2cc(C)ccc2C)c1	-25%	-6%

The list continues.
SMILES | TrxR1 substrate | Pin1 inh | PI4K2A block | IDH1 R132H inh | rTrxR1 inhibitor | PGK inhibitor | USP1 inh | GLS inhibitor | HP1b binding inh
CCc1ccc(/C=N/NC(=O)C(=O)NCCCN2CCOCC2)cc1 | 5%[57.1 µM] | -1% | 4 | -1% | 2%[57.1 µM] | -5% | -21% | 5% | 20%
CCc1ccc(OCC(=O)NNC(=O)CNC(=O)c2ccc(Br)o2)cc1 | -2% | 5% | -3 | 0% | 3% | -5% | -18% | 2% | 36%
CCn1nc(NS(=O)(=O)c2ccccc2)c2cc3cccc(C)c3nc21 | -2%[57.1 µM] | 0% | -1 | 1% | -2%[57.1 µM] | -5% | -5% | 6% | 37%
O=C(COC(=O)CNC(=O)c1ccc(Br)cc1)NCCC1=CCCCC1 | -7% | -1% | -9 | 0% | 12% | -3% | -9% | 0% | 20%
Cc1ccccc1-c1nnc(-c2ccccc2)o1 | -10% | -7% | -17 | 4% | -4% | -8% | -16% | 1% | 64%[activator]
CCOC(=O)C1=C(C)N=c2s/c(=C\c3cccc(OCC(=O)O)c3)c(=O)n2C1c1ccccc1 (centres undefined) | 10%[57.1 µM] | -10% | -8 | -3% | 11%[57.1 µM] | -12% | -11% | -12% | 0%
Cc1ccc(S(=O)(=O)CC(=O)Nc2nc3c(C)cccc3s2)cc1 | -8%[57.1 µM] | -4% | 4 | 0% | 10%[57.1 µM] | -10% | -16% | 7% | -9%
CC(=O)c1ccc(NC(=O)CSc2nnc3ccc(-c4ccc(Cl)cc4)nn23)cc1 | -1%[57.1 µM] | -4% | 3 | 8% | 12%[57.1 µM] | -6% | -21% | -6% | 42%[activator]
Fc1ccc(Nc2cccc3nccnc23)cc1 | -1% | -2% | 0 | 9% | -3% | 3% | -14% | 11% | u
O=C(O)COc1ccccc1/C=N/NC(=O)Cc1ccccc1 | -5% | 0% | 7 | -7% | 10% | -9% | -27% | -9% | 40%[activator]
CC(C)OCCCNC(=O)C(=O)NCCCOC(C)C | -3% | 1% | 0 | 3% | 2% | -3% | -2% | 5% | 64%[activator]
O=C(NCc1ccc(Cl)cc1)c1cnn2ccccc12 | 44%[activator] | -2% | -5 | 15% | 8% | -4% | -15% | 0% | 68%[activator]
COc1cc(OC)c(NC(=O)c2ccc3c(c2)N(Cc2ccc(C)cc2)CCS3)cc1Cl | 34%[activator] | 22% | 2 | 0% | 39%[activator] | i | -20% | 0% | 51%[activator]
COc1cccc(O[C@@H]2O[C@@H]3COC(C)(C)O[C@H]3[C@H](O)[C@H]2NC(C)=O)c1 | -8% | -12% | 9 | -1% | -9% | 0% | -8% | -5% | 51%[activator]
C/C(=N\N1CCN(C)CC1)c1ccc(OC(F)F)cc1 | 0% | 1% | 4 | -3% | 20% | -3% | -20% | 1% | 74%[activator]
Cc1cccc(-n2nc(C)cc2N)c1 | -2% | 2% | -18 | 4% | 41%[activator] | -9% | 1% | 11% | 23%
COc1ccc(CNC(=O)C2CCN(c3nnc(-n4cccc4CNc4ccc(C)cc4)s3)CC2)c(OC)c1 | 3% | 26% | -7 | x | -6% | x | -3% | 7% | 1%

Sorted by SMILES length (descending): part of the list above.
SMILES | TrxR1 substrate | Pin1 inh | PI4K2A block | IDH1 R132H inh | rTrxR1 inhibitor | PGK inhibitor | USP1 inh | GLS inhibitor | HP1b binding inh
COc1cc(OC)c(NC(=O)c2ccc3c(c2)N(Cc2ccc(C)cc2)CCS3)cc1Cl | 34%[activator] | 22% | 2 | 0% | 39%[activator] | i | -20% | 0% | 51%[activator]
CC(=O)c1ccc(NC(=O)CSc2nnc3ccc(-c4ccc(Cl)cc4)nn23)cc1 | -1%[57.1 µM] | -4% | 3 | 8% | 12%[57.1 µM] | -6% | -21% | -6% | 42%[activator]
Cc1cccc(-n2nc(C)cc2N)c1 | -2% | 2% | -18 | 4% | 41%[activator] | -9% | 1% | 11% | 23%

Bioassay records: PubChem, National Center for Advancing Translational Sciences (NCATS)
